Bioassay records from PubChem.
TWEAK Fn14 block: blocks TWEAK-Fn14 interaction in a reporter cell assay. TWEAK-stimulated Fn14 reporter cells, luciferase luminescence, 8 h. hit rate 2% among 360,000. AID 1159606. inhibition, % at 10 µM; in the data active = inhibition above about 50%
KKLEB cytotox: CF airway cell cytotoxicity counter-screen; hit rate 0.36% among 360,000; KKLEB CF airway cells viability, ATPlite luminescence, overnight; stronger effect = lower value; cells stimulated with P. aeruginosa culture filtrate; activity change (cytotoxicity), % at 5 µM;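 active = corrected activity change at or below -50% at 5 µM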
CF NFkB inh: inhibitors of cystic fibrosis induced NF-kB | AID 588850 | hit rate 0.86% among 360,000 | KKLEB NF-kB-GFP reporter, PAF-induced, GFP fluorescence overnight | inhibition, % at 5 µM;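 active = at least 50% inhibition at 5 µM, scaled per plate between neutral and stimulator controls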;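 note: PAF is a Pseudomonas aeruginosa culture filtrate used as stimulus; plate controls were PAF-stimulated DMSO wells for no effect and unstimulated DMSO wells for full effect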
SRC3 inh: inhibits human SRC3 coactivator; Q9Y6Q9; HEK293 GAL4-SRC3 luciferase reporter, luminescence; inhibition, % at 3.6 µM; hit rate 0.17% among 360,000;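 active = inhibition above a per-campaign cutoff, the mean of all compounds plus 3 SD, cut at about 60% in these data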;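 note: 0% = DMSO-treated cells and 100% = gossypol-treated cells at 36 µM; higher means less SRC3-driven luciferase light from the GAL4 reporter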
Target sequence (Q9Y6Q9 whole entry, looked up, the tested form may be a part): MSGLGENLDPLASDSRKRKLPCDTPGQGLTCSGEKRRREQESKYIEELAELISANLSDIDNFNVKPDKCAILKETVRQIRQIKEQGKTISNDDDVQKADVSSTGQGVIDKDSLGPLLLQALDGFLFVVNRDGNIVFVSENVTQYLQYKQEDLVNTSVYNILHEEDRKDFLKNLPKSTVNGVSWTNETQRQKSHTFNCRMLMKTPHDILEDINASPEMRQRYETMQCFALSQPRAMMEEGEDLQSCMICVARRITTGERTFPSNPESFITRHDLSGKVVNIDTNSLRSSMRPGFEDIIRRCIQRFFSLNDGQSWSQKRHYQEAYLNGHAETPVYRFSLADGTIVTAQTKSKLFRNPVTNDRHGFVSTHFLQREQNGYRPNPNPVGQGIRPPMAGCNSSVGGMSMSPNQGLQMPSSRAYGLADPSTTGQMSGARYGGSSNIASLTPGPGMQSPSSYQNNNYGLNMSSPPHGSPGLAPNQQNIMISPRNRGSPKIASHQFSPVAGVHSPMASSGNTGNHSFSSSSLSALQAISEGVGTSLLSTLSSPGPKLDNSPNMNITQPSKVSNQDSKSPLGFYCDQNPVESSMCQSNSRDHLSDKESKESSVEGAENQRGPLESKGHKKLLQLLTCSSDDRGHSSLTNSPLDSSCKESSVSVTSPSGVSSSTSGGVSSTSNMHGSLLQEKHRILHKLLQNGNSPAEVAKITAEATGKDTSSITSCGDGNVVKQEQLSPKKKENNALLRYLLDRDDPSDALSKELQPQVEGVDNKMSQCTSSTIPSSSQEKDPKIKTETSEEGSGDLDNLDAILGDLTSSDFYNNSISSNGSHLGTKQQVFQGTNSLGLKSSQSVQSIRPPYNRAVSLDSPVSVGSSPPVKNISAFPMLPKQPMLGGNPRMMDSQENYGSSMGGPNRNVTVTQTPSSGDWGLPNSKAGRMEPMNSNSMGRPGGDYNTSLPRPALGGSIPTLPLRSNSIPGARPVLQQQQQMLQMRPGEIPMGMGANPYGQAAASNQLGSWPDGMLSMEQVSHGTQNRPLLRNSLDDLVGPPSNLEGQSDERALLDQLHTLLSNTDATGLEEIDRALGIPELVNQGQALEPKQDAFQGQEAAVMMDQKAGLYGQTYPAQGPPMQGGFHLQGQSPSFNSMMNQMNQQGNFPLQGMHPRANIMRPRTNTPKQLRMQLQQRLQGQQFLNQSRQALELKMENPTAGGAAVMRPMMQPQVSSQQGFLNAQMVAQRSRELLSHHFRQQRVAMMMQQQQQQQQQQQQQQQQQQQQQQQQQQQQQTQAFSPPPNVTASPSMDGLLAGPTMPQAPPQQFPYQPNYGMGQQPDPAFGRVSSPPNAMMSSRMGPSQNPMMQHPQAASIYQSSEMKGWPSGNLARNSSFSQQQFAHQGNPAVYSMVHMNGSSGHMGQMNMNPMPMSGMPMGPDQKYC
NCOA2 inhibitor: inhibits human steroid receptor coactivator 2; HEK293 GAL4-SRC2 luciferase reporter, luminescence; inhibition, % at 9 µM; AID 651957; hit rate 0.17% among 370,000;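 active = inhibition above the mean inhibition of all tested compounds plus 3 SD, set per campaign, cut at about 52% in these data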;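 note: 0% = DMSO treated cells and 100% = cells given Gossypol at 36 µM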
TRAIL sens C8: sensitizes caspase-8 expressing cells to TRAIL; NB7+C8 cells + TRAIL, ATPlite viability luminescence; inhibition (viability loss, TRAIL sensitization), % at 10 µM; hit rate 1% among 360,000; AID 624354;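 active = compounds causing at least 50% loss of cell viability in the single-dose screen, relative to plate controls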
NR2F2 inh: blocks human COUP-TFII nuclear receptor | hit rate 0.7% among 370,000 | inhibition, % at 8.6 µM | P24468 | HEK293T NGFI-A luciferase reporter, luminescence;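 active = inhibition above a per-plate cutoff, mean inhibition of test wells between control levels plus 3 SD, cut at about 38% in these data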;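 note: cells cotransfected with COUP-TFII expression vector driving the NGFI-A reporter; 0% = median of COUP-TF2 test wells and 100% = reporter-only cells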
NCOA1 inh: inhibits human SRC1 coactivator; HEK293 GAL4-SRC1 luciferase reporter, luminescence; Q15788; AID 588354; hit rate 0.12% among 360,000; inhibition, % at 3.6 µM;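 active = inhibition above the campaign mean plus 3 SD, with each screening campaign given its own cutoff, cut at about 60% in these data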;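 note: 0% = DMSO treated cells and 100% = gossypol at 36 µM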
TROY signal inh: blocks TROY-dependent signaling in reporter cells; Q293 LMP1-TROYcd NF-kB luciferase reporter, 4 h; hit rate 0.98% among 360,000; AID 1347056; inhibition, % at 10 µM;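 active = compounds whose plate-normalised and pattern-corrected inhibition of the luciferase reporter signal at the single screening dose is 50% or more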
LMP1 NFkB inh: inhibitors of Epstein-Barr LMP1-induced NF-kappaB reporter | LMP1-induced NF-kappaB luciferase reporter cells, luminescence | inhibition, % at 12.5 µM | hit rate 0.69% among 350,000 | AID 504558; in the data active = inhibition above about 41%;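 note: 0% = neutral control wells and 100% = reference inhibitor control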
LRH-1 inv ag: inverse agonists of human LRH-1 (NR5A2); AID 602396; HEK293T StAR-luciferase reporter, LRH-1 transfected, 24 h; hit rate 0.13% among 360,000; inhibition, % at 3.6 µM;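 active = inhibition above the mean inhibition of all tested compounds plus 3 SD, cut at about 73% in these data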;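 note: 0% = DMSO wells and 100% = reporter-only cells lacking LRH-1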
An asterisk follows results filed as active; nt = no result given.

SMILES	TWEAK Fn14 block	KKLEB cytotox	CF NFkB inh	SRC3 inh	NCOA2 inhibitor	TRAIL sens C8	NR2F2 inh	NCOA1 inh	TROY signal inh	LMP1 NFkB inh	LRH-1 inv ag
Nn1c(SCCOc2ccccc2)nnc1-c1cccnc1	-1	4	2	3	-26	-4	12	-7	-5	0	-5
CC(C)(CC(=O)O)CC(=O)Nc1cc(C(F)(F)F)cc(C(F)(F)F)c1	17	3	5	34	-20	-7	-8	20	-31	1	12
Cc1ccccc1NC(=S)NCc1ccc(F)cc1	10	0	13	-6	10	-5	1	9	-1	-36	3
Cc1ccc(-n2c(O)c(C=Nc3ccc4c(c3)OCO4)c3ccccc3c2=O)cc1C	12	-38	30	2	-5	21	0	-5	63*	2	17
COc1cc(C(=O)N(Cc2ccc(F)cc2)C2CCS(=O)(=O)C2)cc(OC)c1OC (stereo not drawn)	-13	7	-1	8	-4	-13	4	4	-49	2	-5
CCn1cc(Cl)c(C(=O)Nc2nc3ccccc3n2CCN2CCCCC2)n1	-21	-2	-1	0	1	0	2	-25	3	4	22
COc1cc(CN(C(=O)c2cc3ccccc3oc2=O)C2CCS(=O)(=O)C2)cc(OC)c1OC (stereo not drawn)	-34	6	25	-9	-32	5	4	-23	-28	-4	-14
Cc1cc(C(=O)N2CCCC2C(=O)O)c(C)o1 (stereo not drawn)	-13	1	-1	-3	-2	-11	-2	-11	0	-4	-4
CCOc1ccc2nc(N3CCOCC3)nc(C)c2c1	-29	-3	8	-114	-60	2	-27	-105	-3	-22	-153
CCN(CC)C(=O)C1=C(C)N(CCC2=CCCCC2)C(=O)C(CC(=O)NCCCN(C)C)C1 (stereo not drawn)	18	6	-7	-10	22	-24	17	-7	5	2	-11
CCOc1ccccc1-n1c(SCC(=O)NC)nnc1-c1ccco1	14	-1	-6	7	-7	10	-3	17	8	-5	15
CCOC(=O)N1CCC(N(CCN(C)C)C(=S)Nc2cccc(Cl)c2C)CC1	12	-4	6	3	18	-8	8	-8	6	4	31
CC(C)c1ccc(CC(=O)N2CCC2(C)C(=O)NS(=O)(=O)c2ccc(Cl)s2)cc1 (stereo not drawn)	7	17	-13	4	11	-8	-9	-6	-3	nt	7
CN1CCN(C(=O)c2ccc(C(F)(F)F)cc2)CC1	-13	-8	3	-2	14	-6	13	-6	1	11	13
O=C(Nc1sc2c(c1C(=O)O)CCC2)c1ccccc1	36	-1	14	32	-32	6	3	3	-34	-2	22
COc1ccc(NC(=O)[C@@H]2CCCN2S(=O)(=O)c2cccc3cccnc23)cc1	-24	9	7	7	-3	-4	2	-10	-2	-3	6
CC(C)c1nnc(NC(=O)C2CCCCC2)s1	-1	0	-7	-49	-50	-4	-19	-105	-47	-9	-20
COc1ccc(CCN2C(=O)CC(NCc3ccc4c(c3)OCO4)C2=O)cc1OC (stereo not drawn)	3	0	8	17	nt	-6	nt	4	-4	3	-14
N#Cc1c(N)n(CCc2ccc(F)cc2)c2nc3ccccc3nc12	63*	-7	35	22	-2	0	-8	6	nt	6	-13
CN(C(=O)COC(=O)c1cc(-c2ccccc2Cl)nc2ccccc12)C1CCS(=O)(=O)C1 (stereo not drawn)	-15	9	-12	8	-3	3	0	-15	1	-1	14
COc1ccc(CNC(=O)C2(CC3CC(c4ccccc4)=NO3)CCN(C(=O)C3CCCC3)CC2)cc1 (stereo not drawn)	-24	9	-10	7	-2	5	8	-29	-19	0	-7
Cc1ccc(S(=O)(=O)N2CCC(=O)N(C(CO)Cc3ccccc3)CC2)cc1 (stereo not drawn)	3	-7	17	4	2	-1	4	-5	-23	-3	0
Cc1cccc(OCCCCn2c(CO)nc3ccccc32)c1	-2	-19	4	10	-30	4	16	-12	5	10	0
COc1ccc(C)cc1NC(=O)C1CC1c1ccccc1 (stereo not drawn)	-2	-6	6	-10	-37	11	14	10	-8	0	-4
O=C(O)CC1(c2ccccc2)C(=O)c2ccccc2C1=O	-11	2	-11	-3	-5	-8	10	-10	0	-12	-5
CCC(C)NC(=O)c1cc2c(=O)n3cccc(C)c3nc2s1 (stereo not drawn)	3	11	-15	-18	-17	1	-2	-6	-12	0	2
CCN(c1ccccc1)S(=O)(=O)c1cccc(C(=O)OCC(=O)Nc2ccc(NC(C)=O)cc2)c1	-8	-5	14	-28	-6	8	-2	-8	-1	3	11
O=C(O)c1ccc(N=Cc2c(O)ccc3ccccc23)cc1	20	0	13	10	-21	4	4	5	4	-1	8
Cc1cccc(-n2cnc(C(=O)N/N=C/c3ccccc3)c2)n1	-11	5	-5	-12	22	-3	-4	-26	-6	2	7
Cc1ccccc1C1=NC(c2ccc(F)cc2F)ON1 (stereo not drawn)	-61	7	-10	-21	-26	2	-15	-37	-74	-11	-18
CCNC(=O)N1CCC(n2nccc2NC(=O)CCCc2ccccc2)CC1	15	-14	24	18	8	-1	1	-8	-18	2	2
COCCNC(=O)c1cc2cc(Br)cc(OC)c2oc1=O	-9	16	-16	6	-15	12	-1	-23	8	3	-14
O=C(Nc1ccn(CCCN2CCN(c3ccccc3)CC2)c(=O)n1)OCc1ccccc1	0	-3	10	-26	-24	-2	14	0	5	8	12
CCC(Oc1ccc(C)c(C)c1)C(=O)O (stereo not drawn)	-1	-3	-27	9	-16	-3	0	4	-29	1	-2
COC(=O)Cc1ccc(OCc2ccc(Cl)nc2)cc1	-4	-21	0	-56	-88	5	-16	-52	-39	-26	-65
CCN(CC)S(=O)(=O)c1ccc(N2CCCC2)c(C(=O)Nc2ccc(OC)c(Cl)c2)c1	-18	4	-6	-2	10	-1	10	-11	9	7	5
Cc1ccccc1NC(=O)CSc1nnc(CNC(=O)c2ccc3c(c2)OCO3)n1C	5	4	11	6	0	7	10	5	16	3	16
CN1CCC(N(C)C(=O)Cc2ccccc2[N+](=O)[O-])CC1	5	13	6	6	-11	-5	-12	8	14	-3	17
CN1Cc2c(N3CCOCC3)nc3sc(C(=O)c4ccccc4)c(N)c3c2CC1(C)C	-14	-8	-8	6	-29	-7	9	-1	7	4	10
CCOc1ncccc1C(=O)Nc1cc(S(=O)(=O)N2CCCCC2)ccc1C	-8	-3	14	-11	-5	1	-19	14	-2	-10	-7
CCCCCC(=O)N1C[C@@H](n2cc(-c3ccc(F)cc3)nn2)[C@H](O)C[C@@H]1c1ccccc1	6	-11	-24	1	-6	-6	10	-20	-5	3	-10
CC(C)COP(=O)(c1ccc(N(C)C)cc1)C(O)c1ccncc1 (stereo not drawn)	13	-12	8	-4	-2	9	-6	-7	-3	1	12
Cc1ccc(CNC(=O)Cc2noc3ccccc23)cc1	8	4	-10	-82	-45	8	-55	-111	-32	2	-171
COc1ccc(OC)c(S(=O)(=O)N2CCNCC2)c1	14	-4	-1	6	6	5	-4	-27	-12	-3	6
CCCNC(=O)C(Cc1ccccc1)NC(=O)Cc1ccccc1 (stereo not drawn)	-3	-15	30	13	8	-11	4	8	-6	-6	1
CCOC(=O)N1CCC(n2c(=S)[nH]c3cc(OC)c(OC)cc3c2=O)CC1	32	5	38	-2	-23	-10	0	1	3	-1	0
CC1(C)C2CCC1(C)C(OC(=O)CSc1nc(N)cc(=O)[nH]1)C2 (stereo not drawn)	-5	-3	-15	3	-11	-3	3	1	13	-6	-10
Cc1csc(NC(=O)C2CC(=O)N(c3ccc4c(c3)OCCO4)C2)n1 (stereo not drawn)	-7	-5	11	-5	-3	-11	-13	-23	-22	8	11
COc1ccc([N+](=O)[O-])cc1NC(=O)C1(c2ccccc2)CCOCC1	7	1	10	22	-23	-1	13	2	-1	-7	5
NC(=O)c1ccc(NC(=O)CNC(c2ccccc2)c2ccccc2)cc1	1	0	9	17	0	-10	7	14	-1	6	-25
CS(=O)(=O)c1ccc(-c2cccc(NC(=O)c3ccc(Br)o3)c2)nn1	-6	-6	4	17	-6	8	-19	1	-18	-3	36
CCC1CCCCN1C(=O)CCNS(=O)(=O)c1ccc2c(c1)oc(=O)n2C (stereo not drawn)	9	-3	17	20	9	-21	2	15	15	5	3
COCCNC(=O)C1(C)CCCN(Cc2ccc(-n3ccnc3)cc2)C1 (stereo not drawn)	-22	9	-18	-2	-16	-10	-11	6	3	nt	-10
CCCCc1ccc(NC(=O)N2CCN(c3cc(C)nc4ccccc34)CC2)c(C)c1	10	-5	15	17	nt	7	nt	12	19	4	13
Cc1cc(=O)oc2cc(OCC(=O)Nc3ccc(CN4CCOCC4)cc3)c(Cl)cc12	-33	14	-40	7	9	-7	8	-30	-8	-12	10
CC1=C(C(=O)N(C(C)C)C(C)C)CC(CC(=O)NCCN2CCOCC2)C(=O)N1Cc1ccc(C(C)(C)C)cc1 (stereo not drawn)	-19	-10	-4	5	-14	0	-10	-8	19	nt	-11
CC1=C(C(=O)OCc2ccccc2)C(c2cccnc2)n2ncnc2N1 (stereo not drawn)	12	6	4	17	-16	0	4	-4	8	-2	-7
Nc1nc(NCCc2ccccc2)nc(NCc2ccccc2)c1[N+](=O)[O-]	35	15	-13	5	-14	8	13	-4	22	-28	-12
O=S(=O)(c1ccc(N2CCOCC2)nc1)N(Cc1ccccn1)Cc1ccccn1	-12	8	5	5	2	-3	21	-32	-15	-2	13
Cc1nccn1CC(O)COc1ccccc1 (stereo not drawn)	40	-1	1	18	3	2	10	0	0	2	3

The list goes on; the last 2 above are carried over.
SMILES	TWEAK Fn14 block	KKLEB cytotox	CF NFkB inh	SRC3 inh	NCOA2 inhibitor	TRAIL sens C8	NR2F2 inh	NCOA1 inh	TROY signal inh	LMP1 NFkB inh	LRH-1 inv ag
O=S(=O)(c1ccc(N2CCOCC2)nc1)N(Cc1ccccn1)Cc1ccccn1	-12	8	5	5	2	-3	21	-32	-15	-2	13
Cc1nccn1CC(O)COc1ccccc1 (stereo not drawn)	40	-1	1	18	3	2	10	0	0	2	3
CC(=O)NCc1ccc(S(=O)(=O)NC(C)CCc2ccccc2)cc1 (stereo not drawn)	18	-5	-7	14	-4	3	14	-5	-1	-9	7
CCN(CC)CCCNC(=O)CCc1c(C)n(CC)c2cc(-c3ccccc3OC)nn2c1=O	16	7	6	-4	-7	-2	-9	5	-9	2	9
CCC(NC(=S)NCc1ccc(F)cc1)c1ccccc1 (stereo not drawn)	5	-6	23	1	-1	12	19	8	2	-4	3
Cc1nc2ccccc2n1CC(=O)N1CC(=O)Nc2ccccc21	28	-2	-1	0	-37	6	-9	-11	-13	2	14
CN1C2=C(C(=O)CC(C)(C)C2)C(c2cccs2)C2=C1CC(C)(C)CC2=O	16	-2	-6	-7	8	11	1	7	17	5	7
Cc1ccc2nc(-c3ccccn3)cc(C(=O)NCCc3ccc(F)cc3)c2c1	-6	-9	-25	8	-6	14	18	-2	0	-12	-8
COc1cccc(C(=O)OCC(=O)NC2CCCc3ccccc32)c1O (stereo not drawn)	1	-5	18	-9	-7	-9	-15	0	11	-7	12

Reformatted with values under each structure: entries from further up
Below each compound – TWEAK Fn14 block, KKLEB cytotox, CF NFkB inh, SRC3 inh, NCOA2 inhibitor, TRAIL sens C8, NR2F2 inh, NCOA1 inh, TROY signal inh, LMP1 NFkB inh, LRH-1 inv ag
CCN(CC)CCCNC(=O)CCc1c(C)n(CC)c2cc(-c3ccccc3OC)nn2c1=O
→ 16, 7, 6, -4, -7, -2, -9, 5, -9, 2, 9
CCC(NC(=S)NCc1ccc(F)cc1)c1ccccc1 (stereo not drawn)
→ 5, -6, 23, 1, -1, 12, 19, 8, 2, -4, 3
